Assay outcomes as filed in PubChem BioAssay.
H9c2 protect = cardioprotection against H2O2-induced cell death, primary screen, uHTS, H9c2 cells, ATPLite luminescence; actives 0.63% (n = 360,000); protection from H2O2 cell death, % at 20 µM; H9c2 cardiomyocytes, H2O2 injury protection, 2 h; AID 588492, 2011;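 active = compounds giving at least 50% protection of heart cells from peroxide-induced death in the single-dose screen, raw or plate-pattern-corrected value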;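 also: 0% = DMSO wells with peroxide and 100% = DMSO wells without peroxide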
N-glyco inh = increase of ERlucT glycosylation luciferase signal, primary screen, N-linked glycosylation inhibitor project, D54 ERlucT cells, luminescence, set 2; D54 ERlucT glycosylation luciferase reporter, 24 h; percent of 100 nM tunicamycin response; reporter increase, % at 12.5 µM; actives 0.23% (n = 360,000); AID 588692, 2011;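 active = mean luciferase reporter signal, scaled so untreated is 0 and the glycosylation-blocking control 100, at or above a set limit in every replicate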;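 also: luciferase carries N-glycosylation sites so blocking glycosylation raises the light; 0% = median of neutral control wells and 100% = median of 100 nM tunicamycin wells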
ABHD5-PLIN5 inh = ABHD5-PLIN5 interaction inhibitors, primary screen, cell lysate, split luciferase complementation, luminescence; Perilipin-5 (Homo sapiens) + 1-acylglycerol-3-phosphate O-acyltransferase ABHD5 (Homo …; Split G. princeps luciferase complementation, 4 h; inhibition, % at 4 µM; actives 0.78% (n = 360,000); AID 602281, 2012;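 active = inhibition above the mean inhibition across every tested compound plus 3 SD, cut at about 22% in these data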;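 also: 0% = DMSO only wells and the 100% control is not disclosed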
Target sequence (Q00G26 whole entry, looked up): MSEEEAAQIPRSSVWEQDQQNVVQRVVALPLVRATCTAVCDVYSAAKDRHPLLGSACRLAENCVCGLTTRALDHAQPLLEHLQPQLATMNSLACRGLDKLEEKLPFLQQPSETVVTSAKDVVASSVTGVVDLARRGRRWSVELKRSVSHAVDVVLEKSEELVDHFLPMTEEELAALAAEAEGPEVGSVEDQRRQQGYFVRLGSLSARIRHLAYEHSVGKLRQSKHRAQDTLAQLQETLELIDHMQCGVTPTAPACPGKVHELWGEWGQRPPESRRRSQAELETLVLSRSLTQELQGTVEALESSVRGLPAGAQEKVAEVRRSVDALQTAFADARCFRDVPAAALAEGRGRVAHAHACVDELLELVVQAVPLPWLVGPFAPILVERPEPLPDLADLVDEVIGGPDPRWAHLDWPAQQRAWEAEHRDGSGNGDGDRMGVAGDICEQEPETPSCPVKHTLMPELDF
Target sequence (Q8WTS1 whole entry, looked up): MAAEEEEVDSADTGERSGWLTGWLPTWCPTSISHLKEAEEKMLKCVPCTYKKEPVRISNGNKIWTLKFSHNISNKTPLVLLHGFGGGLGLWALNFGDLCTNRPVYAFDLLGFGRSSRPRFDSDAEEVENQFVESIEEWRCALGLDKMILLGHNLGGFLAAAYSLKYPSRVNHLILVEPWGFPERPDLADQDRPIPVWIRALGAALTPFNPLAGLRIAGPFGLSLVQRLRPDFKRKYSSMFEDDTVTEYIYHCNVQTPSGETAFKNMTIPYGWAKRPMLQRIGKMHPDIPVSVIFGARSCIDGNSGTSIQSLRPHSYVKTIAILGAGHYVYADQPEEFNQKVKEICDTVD
NCOA2 inhibitor = inhibition of GAL4-SRC2 driven luciferase reporter, primary screen, SRC2 inhibitor project, cell-based, luminescence | actives 0.17% (n = 370,000) | inhibition, % at 9 µM | HEK293 GAL4-SRC2 luciferase reporter;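 active = inhibition above the mean inhibition of all tested compounds plus 3 SD, set per campaign, cut at about 52% in these data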;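 also: 0% = DMSO treated cells and 100% = cells given Gossypol at 36 µM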
ABCB6 inh 2 = ABCB6 transporter inhibitors, primary screen, K562-ABCB6 cells, flow cytometry, MLPCN library | ATP-binding cassette sub-family B member 6 (Homo sapiens), Q9NP58 | AID 602162, 2011 | fluorescence ratio to DMSO, % at 10 µM | actives 0.19% (n = 360,000) | K562-ABCB6 porphyrin accumulation, 1 h; hits give low values;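 active = fluorescence ratio to DMSO below 75%, the collection mean minus 3 SD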;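 also: signal is porphyrin accumulated inside mitochondria; 100% equals median channel fluorescence of DMSO control wells; lower ratio means ABCB6 inhibition with less porphyrin fluorescence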
m5-HT2A agonist = mouse Htr2a agonists via beta-arrestin recruitment, primary screen, cell-based, luminescence; 5-hydroxytryptamine receptor 2A (Mus musculus), P35363; CHO-K1 mHTR2A beta-arrestin complementation; percent of 30 µM serotonin response; activation, % at 7.6 µM; actives 0.66% (n = 360,000); AID 624169, 2012;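 active = activation above a run cutoff, the mean activation of all tested compounds plus 3 SD, cut at about 14% in these data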;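 also: 0% = plate median of compound wells and 100% = 30 µM serotonin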
MC4R antag cAMP = MC4R antagonists of cAMP signaling, primary screen, cell-based, TR-FRET, antagonist arm of biased-ligand search; Melanocortin receptor 4 (Homo sapiens), P32245; MC4R-expressing cells, MTII-stimulated cAMP, LANCE TR-FRET; inhibition, % at 6.5 µM; actives 0.48% (n = 360,000);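 active = inhibition above its plate's cutoff, the mean of tested wells on that plate plus 3 SD, cut at about 29% in these data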;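 also: 0% = Melanotan II alone and 100% = Melanotan II plus saturating MCL0020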
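System: U2OS-MC4R stable cell line; Technique: Eu-cAMP/anti-cAMP TR-FRET, emission 671 nm; Repeats: single well per compound; Also added: Melanotan II; Dosing: one concentration, 6.5 µM nominal; Schedule: 30-min compound, 1-h challenge, 1-h detection, room temperature.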
TLR9-MyD88 inh = inhibitors of TLR9-MyD88 association in cells, primary screen, cell-based, CHO, BLA complementation, fluorescence; Toll-like receptor 9 (Homo sapiens) + Myeloid differentiation primary response protein …; CCF4 FRET ratio; inhibition, % at 4.98 µM; actives 0.21% (n = 340,000);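 active = inhibition above the mean over all tested compounds plus 3 SD, cut at about 21% in these data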;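 also: 0% = DMSO only wells and 100% = clavulanate BLA inhibitor control wells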
NOD2-RIPK2 inh = NOD2-RIPK2 binding disruptors in cells, primary screen, fluorescence, CHO cells, BLA complementation; actives 0.38% (n = 360,000); inhibition, % at 4.98 µM; AID 624267, 2012; CCF4 ratio; in the data active = inhibition above about 21%;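 also: 0% = vehicle only and 100% = reference blocker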
MC4R barr agon = MC4R agonists recruiting beta-arrestin, primary screen, cell-based, luminescence, agonist arm of biased-ligand search; Melanocortin receptor 4 (Homo sapiens), P32245; AID 540308, 2011; U2OS MC4R beta-arrestin complementation; percent of melanotan II response, DMSO zero; activation, % at 8.9 µM; actives 0.98% (n = 360,000);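 active = activation above a per-plate cutoff, the mean activation of sample wells on that plate plus 3 SD, cut at about 8% in these data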
Active calls of the source: *; . = not tested or not shown. This is a subset; count on the stated rates, not on these rows.

SMILES	H9c2 protect	N-glyco inh	ABHD5-PLIN5 inh	NCOA2 inhibitor	ABCB6 inh 2	m5-HT2A agonist	MC4R antag cAMP	TLR9-MyD88 inh	NOD2-RIPK2 inh	MC4R barr agon
CC(=O)Nc1ccc(S(=O)(=O)Nc2nc3ccccc3nc2Nc2ccc3ccccc3c2)cc1	-1	0	2	5	108	4	3	4	22*	3.3
CCOc1ccc(CN(C)CC(=O)Nc2ccc3c(c2)CCC3)cc1OC	-9	0	0	11	99	-5	0	-25	-10	-2.6
Cc1ccc(NC(=O)C(C)C(=O)Nc2ccc(C)cc2)cc1	0	0	-15	9	94	-3	27	.	-4	5.8
CCOC(=O)C1=C(COC(=O)c2ccccc2OC)NC(=O)NC1C (configuration not stated)	11	3	-3	-9	92	-2	-8	-1	-8	0.4
O=C1CC(c2ccccc2)CC(O)=C1C=NCCN1CCN(C(=S)Nc2cccc(Cl)c2)CC1 (configuration not stated)	-4	4	8	17	101	-2	23	0	-12	-0.6
CCCCCCCCCCn1cc(C(C)=O)c(=O)[nH]c1=O	2	2	-1	19	98	-2	3	-5	-6	-1.8
CCOC(=O)c1ccc(NC(=O)c2nc[nH]c2C(=O)N[C@@H](CCCCNC(=O)OC(C)(C)C)C(=O)OC(C)(C)C)cc1	47	-1	-7	10	95	-3	17	-6	-9	-2.7
Cc1cccc(/C=N/NC(=O)c2ccc(NC(=O)c3ccccc3C)cc2)n1	27	-2	2	-2	95	-8	2	-10	-4	-1.4
Cc1ccc(NC(=O)c2sc(C)nc2C)c(C)c1	0	0	-4	-23	101	0	11	-4	3	-0.2
N/C(=N\OC(=O)CCCN1C(=O)c2ccccc2C1=O)c1ccccn1	5	-1	-2	7	92	3	3	0	-2	0.0

One compound at a time, from the list above. Values in the order: H9c2 protect | N-glyco inh | ABHD5-PLIN5 inh | NCOA2 inhibitor | ABCB6 inh 2 | m5-HT2A agonist | MC4R antag cAMP | TLR9-MyD88 inh | NOD2-RIPK2 inh | MC4R barr agon
`CCOc1ccc(CN(C)CC(=O)Nc2ccc3c(c2)CCC3)cc1OC` is entered as -9 | 0 | 0 | 11 | 99 | -5 | 0 | -25 | -10 | -2.6
`Cc1ccc(NC(=O)c2sc(C)nc2C)c(C)c1` is entered as 0 | 0 | -4 | -23 | 101 | 0 | 11 | -4 | 3 | -0.2

The list continues:
SMILES	H9c2 protect	N-glyco inh	ABHD5-PLIN5 inh	NCOA2 inhibitor	ABCB6 inh 2	m5-HT2A agonist	MC4R antag cAMP	TLR9-MyD88 inh	NOD2-RIPK2 inh	MC4R barr agon
COC(=O)CCCCC(=O)OC	1	-1	12	-5	102	-1	2	0	6	0.0
CCOC(=O)N1C2C=C(C)[C@@H]2[C@@H]2CC(=O)N21 (some centres not stated)	5	3	-1	-20	100	1	-1	-7	-10	-0.5
COc1ccc(OCCSc2nnc(C(C)NC(=O)c3ccccc3F)n2C)cc1 (configuration not stated)	-4	-1	-2	-3	100	3	4	11	-1	-1.2
Cc1ccc(CSc2nc3[nH]ncc3c(=O)[nH]2)cc1	0	0	16	-43	89	2	-13	9	-3	4.5
CCOc1ccccc1NCc1cc(=O)oc2cc(C)c(O)cc12	-4	4	3	8	97	5	6	-19	8	5.8
CC(C)C1C(=O)N(Cc2cn(CCC3OCCO3)nn2)CCS(=O)(=O)N1Cc1ccc(-c2ccc(Cl)cc2)cc1 (configuration not stated)	-7	-3	1	-3	97	2	8	-4	-2	-2.0
CC(C(=O)NCC1CCCCC1)N(C)Cc1ccc(Br)cc1 (configuration not stated)	-2	0	3	-13	89	-6	0	6	-5	2.4
CC(NC(=O)Cc1ccccc1)c1ccccc1 (configuration not stated)	-1	0	-3	11	100	-3	1	-7	-16	-2.6
COC(=O)[C@]12CCCCC=C1N(Cc1cccc3ccccc13)C(=O)[C@H](CC(=O)N1CCC(c3ccccc3)CC1)C2	.	.	4	7	93	0	.	.	-5	.
CCCCNC(=O)Cn1c(=O)oc2cc(S(=O)(=O)N3CC(C)CC(C)C3)ccc21 (configuration not stated)	0	-2	-3	4	96	8	10	0	-4	-1.5
CCOc1ccc(C(C)=O)cc1CSc1nnc(-c2ccncc2)n1CCOC	9	-1	-4	0	104	0	19	-13	-14	2.0
Cc1ccc(C(C)C)c(OCC(=O)NNC(=O)Cn2[nH]c(=O)c3ccccc3c2=O)c1	70*	0	-8	-25	97	-1	0	5	-2	-0.5
CCc1ccc(CNC(=O)CCS(=O)(=O)Cc2ccccc2F)cc1	0	-3	8	-18	100	0	-4	-6	-3	2.1
c1ccc2c(c1)OC(CCCN1CCCCC1)c1ccccc1S2 (configuration not stated)	22	-4	13	-32	103	-8	-1	2	13	-0.9
CC(C)S(=O)(=O)c1cnc(-c2cccnc2)nc1N	-1	0	-5	4	105	8	0	-11	2	0.7
CC(C)c1ccc(CC(=O)N2CCC2(C)C(=O)NS(=O)(=O)c2ccc(C(C)(C)C)cc2)cc1 (configuration not stated)	3	1	5	-17	97	10	-1	.	-8	0.4
Cc1c(Cl)c([N+](=O)[O-])nn1CC(=O)NCc1cccnc1	2	0	0	-8	87	3	13	-5	4	-1.3
COc1ccc(-c2nc(CSCC(=O)N3CCC(C(N)=O)CC3)c(C)o2)cc1OC	-2	1	-5	-1	101	-3	-2	2	5	-1.3
CC(C)Cc1nnc(NS(=O)(=O)c2ccc(Cl)cc2)s1	13	0	-8	-7	100	-7	10	-8	-5	0.1
CC(C)c1ccccc1NC(=O)C1CC(=O)N(C2CCCC2)C1 (configuration not stated)	4	0	-4	0	96	5	-5	-3	-2	-1.9
CCc1n(CC(O)COCC2CC=CCC2)c2ccccc2[n+]1C (configuration not stated)	0	2	1	14	99	0	16	-5	-13	-2.2
O=C(c1cnc2ccc3ccccc3c2c1)c1cc(F)ccc1O	11	13	2	-9	101	-2	8	-1	3	22*
O=C(Cn1c(O)c(/C=C2\C=Nc3ccc(Br)cc32)sc1=O)N1CCCC1	12	0	5	-9	93	11	-3	-6	-4	-2.1
Cc1c(NC(=O)Cn2nc(C(=O)O)c3ccccc3c2=O)c(=O)n(-c2ccccc2)n1C	13	0	3	0	98	0	1	-3	2	2.0
COCC(=O)N(Cc1nc2sc(C)c(C)c2c(=O)[nH]1)C1CCCCC1	4	2	-2	0	93	-4	-2	3	-1	-2.0
CC(C(=O)NCCN1C(=O)S/C(=C\c2cccs2)C1=O)N1C(=O)c2ccccc2C1=O (configuration not stated)	-11	-2	-6	1	96	-2	8	-4	-1	-0.9
Cc1cc(=O)oc(C)c1C(=O)NCc1c(F)cc(F)cc1F	-5	0	-2	-31	99	2	7	0	1	2.0
CC(C)N=C1NN=C(c2ccc(F)cc2)CS1	-22	-17	-12	-57	97	-3	10	-10	-7	-0.9
CCn1cc(/C=C/C(=O)Nc2ccc(C)cc2Br)cn1	-10	-2	-4	-55	97	-5	0	6	-11	-3.7
CCc1ccc(C(=O)/C=C2\Sc3ccccc3NC2=O)cc1	9	2	-12	-27	96	-14	1	-7	3	-3.3
CC(NC(=O)c1cc2ccccc2o1)c1ccccc1 (configuration not stated)	6	-2	-8	-7	96	0	-1	-20	0	0.9
O=C(N/N=C/c1ccncc1)c1cnccn1	-3	1	6	-36	101	0	5	4	-8	0.1
CCOC(=O)C1(CCCc2ccccc2)CCN(C(=O)c2cc(C)nc(C)n2)CC1	2	0	4	-14	104	-3	-4	-2	-7	-1.2
COc1ccccc1-n1cnnc1SCC(=O)N1CCN(C(=O)c2ccco2)CC1	2	1	0	22	98	-3	5	4	-6	-4.4
COc1ccc(OCC(=O)N(Cc2sccc2C)C2CCS(=O)(=O)C2)cc1 (configuration not stated)	3	0	-4	-5	102	0	-2	-4	13	-1.1
S=C1NCCN1CC1CCN(CC2CCCC2)CC1	5	-2	4	9	100	7	0	8	4	-1.8
COc1ccc(/C(O)=C/c2nc3ccc(C(=O)NCCc4cccc(C)c4)cc3[nH]c2=O)cc1OC	43	-5	5	5	96	-1	-1	2	-14	0.1
Cc1nc(SCC(=O)N2CCN(c3ccccn3)CC2)c(C#N)c(C)c1C	-4	0	4	8	95	7	10	-4	1	-3.7
CC(=O)N1CCC2(CC1)CC(=O)c1cc(OCC(=O)NCc3ccco3)ccc1O2	0	0	8	-6	90	-1	9	-8	3	0.5
CCC1CCC(C(=O)NNC(=O)c2cc(-c3ccco3)[nH]n2)CC1 (configuration not stated)	3	1	20	-21	100	3	12	7	-5	-0.8
COc1cccc(-c2c(-c3cc(OC)cc(OC)c3)n(C)c3ccc(-c4ccc(OC)nc4)cc23)c1	-6	-5	0	-15	97	3	1	0	1	0.3
Cc1[nH]c(=O)[nH]c(=O)c1S(=O)(=O)NCCc1ccc(S(N)(=O)=O)cc1	-3	-1	6	-20	79	-3	11	-8	-11	-0.8
CCOC(=O)C1(C)CCCCCN1C(=O)c1ccc(Cl)nc1 (configuration not stated)	3	0	4	-22	98	3	10	.	-5	-1.8
C=CCc1ccc(OCC(O)COc2ccc(CC=C)cc2OC)c(OC)c1	-7	0	1	-27	95	3	12	11	4	8.7*
Nc1nc(CN2CCCCCC2)nc(Nc2ccc(F)cc2)n1	14	0	6	-30	93	-6	-2	-13	-8	2.4
Cn1cc(S(=O)(=O)c2ccccc2)c(=O)c2cc(F)c(N3CCOCC3)cc21	-1	3	6	-1	100	-4	0	0	-4	0.1
Clc1ccc(-c2nnc(CCc3ccccc3)o2)c(Cl)c1	-10	-4	-10	-42	97	-2	10	0	-13	4.4
Cc1ccc(-n2nc(CN3CCOCC3)c(-c3ccccc3)c2N)c(C)c1	12	1	-3	-2	93	-1	4	2	-7	1.1
CCn1c(C)nc2cc(C(=O)OC(C(F)(F)C(F)F)C(F)(F)C(F)F)ccc21	-25	-12	1	-52	101	6	13	3	4	1.3
O=C(NCC1CCCCC1)C12CN(Cc3ccccc3)CC1C(c1cccc([N+](=O)[O-])c1)=NO2 (configuration not stated)	0	-5	-17	-1	94	-3	14	-9	-7	1.8
CCn1c(CNc2ccc(F)cc2)nnc1SCC(=O)N1CCCc2ccccc21	0	0	4	19	88	0	3	-1	-3	-0.5
C/C(=C/c1ccccc1)C(=O)N1CCN(c2ccc(F)cc2)CC1	-2	-1	6	-25	94	-4	0	8	-4	0.3
